Source: PubChem BioAssay
Tb PFK inh: qHTS Assay to Find Inhibitors of T. brucei phosphofructokinase. actives 0.17% (n = 330,000). Potency, µM (top dose mostly 57.5 µM), for the others: top-dose activity, negative = inhibition, actives largely listed as inhibitors. ATP-dependent 6-phosphofructokinase (Trypanosoma brucei brucei), O15648. T. brucei PFK, ADP-Glo luminescence;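 further: potency means the concentration at half of the fitted maximal effect; 0% = uninhibited 1x PFK enzyme wells and -100% = no-enzyme wells; nearly all actives have a fitted effect of over 60% in size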
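In TEA buffer at pH 8.0 with 5 mM MgCl2, enzyme (1.25 nM) converted F6P (0.5 mM) and ATP (0.1 mM) for 45 min at room temperature. ADP product was read by luciferase luminescence.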
Gal4-VP16 FLuc: VP16 counterscreen qHTS for inhibitors of ROR gamma transcriptional activity; Potency, µM (titrated, usually from 53.6 µM), for the others: at the top dose activity, negative = inhibition, hits mostly inhibitors; Drosophila S2 Gal4-VP16 UAS-luciferase, luminescence, 20 h; actives 3.5% (n = 310,000);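 further: Gal4-VP16 expression switched on by copper sulfate through the metallothionein promoter; potency means the concentration at half of the fitted maximal effect; on the % scale 0 is the no-effect control and ±100 the full control effect; nearly all actives have a fitted effect of over 50% in size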
NPC1 promoter act: qHTS Assay for NPC1 Promoter Activators; Huh7 NPC1 promoter luciferase reporter, 24 h; Potency, µM (series often up to 9.22 µM), inactives show at the top dose activation, usual class: activators; actives 2.4% (n = 320,000);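 further: potency means the concentration at half of the fitted maximal effect; % of control where 0% means no effect; nearly all actives have a fitted effect of over 60% in size; reporter is driven by a mutant NPC1 promoter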
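Stable NPC1-promoter luciferase Huh7 line; cpd (DMSO) 24 h, 37 °C, 5% CO2; Amplite luciferase reagent 10 min RT; luminescence readout. qHTS format.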
FLuc modulator: qHTS profiling assay for firefly luciferase inhibitor/activator using purifed enzyme and Km concentrations of substrates (counterscreen for miR-21 project). Luciferin 4-monooxygenase (Photinus pyralis), P08659. purified FLuc, Km substrates, luminescence inhibition. Potency, µM (highest dose often 57.5 µM), for inactives: at the top dose activity change, negative = inhibition, most hits filed as inhibitors. actives 6.9% (n = 360,000);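 further: potency means the concentration at half of the fitted maximal effect; plate controls were vehicle for no effect and reference inhibitor for full effect; nearly all actives have a fitted effect of over 55% in size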
Target sequence (P08659 whole entry, looked up): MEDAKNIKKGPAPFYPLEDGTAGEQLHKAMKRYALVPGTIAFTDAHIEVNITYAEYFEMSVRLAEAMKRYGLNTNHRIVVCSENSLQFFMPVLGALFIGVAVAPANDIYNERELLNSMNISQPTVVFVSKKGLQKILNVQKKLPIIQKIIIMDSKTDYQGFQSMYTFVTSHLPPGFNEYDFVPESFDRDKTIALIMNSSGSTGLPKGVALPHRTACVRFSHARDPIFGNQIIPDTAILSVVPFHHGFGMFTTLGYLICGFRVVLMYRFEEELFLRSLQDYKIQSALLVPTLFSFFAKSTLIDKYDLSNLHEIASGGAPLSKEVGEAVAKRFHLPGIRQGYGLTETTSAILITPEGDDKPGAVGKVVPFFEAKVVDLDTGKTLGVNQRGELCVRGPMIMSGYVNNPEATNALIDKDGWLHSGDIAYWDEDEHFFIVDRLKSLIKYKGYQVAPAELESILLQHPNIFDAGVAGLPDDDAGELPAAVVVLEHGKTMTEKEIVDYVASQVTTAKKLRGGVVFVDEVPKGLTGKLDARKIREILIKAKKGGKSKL
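Purified P. pyralis luciferase (10nM final) with 10uM D-luciferin and 10uM ATP (Km levels) in 50mM Tris acetate pH 7.5, 10mM Mg acetate, 0.01% Tween-20, 0.05% BSA; qHTS 6-point titration, ~60 µM downward; luminescence read.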
RORg inh: qHTS for inhibitors of ROR gamma transcriptional activity. actives 5.4% (n = 310,000). Potency, µM (highest dose often 53.6 µM), without a hit: top-dose activity change, negative = inhibition, actives largely listed as inhibitors. Drosophila S2 Gal4-RORgamma UAS-luciferase reporter, 20 h; further: potency means the concentration at half of the fitted maximal effect; on the % scale 0 is the no-effect control and ±100 the full control effect; nearly all actives have a fitted effect of over 60% in size
Target sequence (P51450 whole entry, looked up, the tested form may be a part): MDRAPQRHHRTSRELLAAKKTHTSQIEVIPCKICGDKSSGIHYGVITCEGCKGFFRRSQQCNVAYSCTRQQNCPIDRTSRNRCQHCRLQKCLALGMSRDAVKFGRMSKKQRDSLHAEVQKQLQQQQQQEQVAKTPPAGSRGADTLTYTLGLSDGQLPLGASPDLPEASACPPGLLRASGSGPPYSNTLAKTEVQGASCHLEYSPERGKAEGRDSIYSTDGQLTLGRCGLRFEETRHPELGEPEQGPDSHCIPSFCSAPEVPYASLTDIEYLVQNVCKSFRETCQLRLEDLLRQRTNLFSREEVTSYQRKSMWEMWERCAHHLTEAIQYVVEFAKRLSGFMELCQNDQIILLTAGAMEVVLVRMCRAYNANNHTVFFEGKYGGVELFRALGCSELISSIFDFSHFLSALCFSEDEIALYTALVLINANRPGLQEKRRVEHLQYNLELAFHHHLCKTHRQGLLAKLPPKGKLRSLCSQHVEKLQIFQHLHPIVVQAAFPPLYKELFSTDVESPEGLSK
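Read-out: Photinus luciferase luminescence; inhibitors lower reporter signal. Insect Schneider cells with Gal4-ROR gamma fusion under metallothionein promoter, UAS reporter; 700 uM final copper sulfate induction, 20 hr, ambient temperature.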
KCNH2 3.1 inh: qHTS for Inhibitors of KCHN2 3.1: Mutant qHTS; Potassium voltage-gated channel subfamily H member 2, brain isoform KCNH2 3.1 (human); U2OS KCNH2 3.1, thallium flux FluxOr; stronger effect = lower value; activity change, % (tested at about 1.8 µM); actives 0.95% (n = 340,000);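 active means maximum activity change below -70%; inconclusive means maximum activity change from -70% to -50%; inactive means maximum activity change above -50%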;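 further: thallium influx rate constant from kinetic fluorescence after stimulation buffer; on the % scale 0 is the no-effect control and ±100 the full control effect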
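Measured as rate of thallium-driven FluxOr signal in transduced U2OS cells carrying the 3.1 channel, read kinetically for 2 min upon stimulation; values are rate constants scaled to DMSO control wells.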
FBPA coupling cs: qHTS Assay for Inhibitors of Fructose-1,6-bisphosphate Aldolase from Giardia Lamblia: Coupling assay counterscreen | coupling enzyme system counterscreen, AmpLite Red fluorescence | activity change, negative = inhibition, % at 58.2 µM, hits read low | actives 0.67% (n = 290,000) | AID 2472, 2010; in the data active means activity change below about -30%; further: on the % scale 0 is the no-effect control and ±100 the full control effect
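Counterscreen of the coupled detection system alone, without aldolase: glyceraldehyde-3-phosphate coupling enzymes plus AmpLite Red readout. Compounds at 57.5 uM final, 10 min RT preincubation, 20 min RT reaction, fluorescence 525/598 nm.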
uPA surface inh: qHTS for Inhibitors of Cell Surface uPA Generation | actives 0.31% (n = 330,000) | cell surface uPA generation assay, qHTS | Potency, µM (doses to about 38.3 µM), inactives show at the top dose activity change, negative = inhibition, most hits filed as inhibitors; active means well fitted inhibition curve with a large enough effect; inconclusive means small, poorly fitted or top-dose-only effect; inactive means no such curve, though single readings can be large or run the other way; tested in mouse RAW 264.7 cells; further: potency means the concentration at half of the fitted maximal effect; on the % scale 0 is the no-effect control and ±100 the full control effect; nearly all actives have a fitted effect of over 55% in size
Giardia killer: Small Molecules that selectively kill Giardia lamblia: qHTS; AID 540267, 2011; activity change, % at 7.66 µM, hits read low; Giardia lamblia trophozoite viability; actives 0.15% (n = 340,000); in the data active means activity change below about -80%; inconclusive means between about -30% and that limit;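 further: parasites exposed to compound for two days anaerobically before the ATP read; on the % scale 0 is the no-effect control and ±100 the full control effect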
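ATP-content bioluminescence gauges trophozoite survival. Cells (100/well) receive compound and incubate anaerobically for 48 hrs at 37 deg C; detection reagent follows for 15-30 min at room temperature.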
Rab9 prom act: qHTS Assay for Rab9 Promoter Activators | Huh7 Rab9 promoter-luciferase reporter, luminescence, 24 h | AID 485297, 2010 | actives 2.8% (n = 320,000) | Potency, µM (series often up to 9.22 µM), without a hit: top-dose activation, negative = inhibition, usual class: activators; further: potency means the concentration at half of the fitted maximal effect; % of control where 0% means no effect; nearly all actives have a fitted effect of over 60% in size
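Steps: seed 1500 Huh7 Rab9-luc cells per well, rest 2 h at 37 °C; add compound in DMSO; incubate 24 h; add luciferase reagent, 10 min ambient; read luminescence.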
ELG1 genotoxic: qHTS screen for small molecules that induce genotoxicity in human embryonic kidney (HEK293T) cells expressing luciferase-tagged ELG1; Potency, µM (top dose mostly 46 µM), for inactives: at the top dose activity change, positive = activation, most hits filed as activators; HEK293T ELG1-luciferase reporter, luminescence, 16 h; actives 1.3% (n = 330,000); AID 504466, 2011; further: potency means the concentration at half of the fitted maximal effect; % of control where 0% means no effect; nearly all actives have a fitted effect of over 60% in size
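HEK293T cells expressing luciferase-tagged ELG1 were exposed to compound or DMSO vehicle for 16 hr at 37 °C and 5% CO2. Luciferase activity was then measured with ONE-Glo after 30 min at room temperature.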
Starred values were filed as active, the others as inactive; ? = inconclusive; / = no result given; & = joins results of further samples; [ ] = dose if it differs, or a comment. Unless noted, the call rests on the fitted dose curve; in most records, active means well fitted curve in the direction sought with a large enough effect; inconclusive means small, poorly fitted or top-dose-only effect, or another doubt; inactive means no such curve, though single readings can be large; an effect the other way counts as inactive or inconclusive.

SMILES	Tb PFK inh	Gal4-VP16 FLuc	NPC1 promoter act	FLuc modulator	RORg inh	KCNH2 3.1 inh	FBPA coupling cs	uPA surface inh	Giardia killer	Rab9 prom act	ELG1 genotoxic
COc1ccccc1NC(=O)c1c(C)nc2ccccc2c1C(=O)O	-2%	-25%	-2%	0%	12%	-6	0	2%	-5	-3%	2%
COc1cc(C(=O)Nc2nnc(C(F)(F)F)s2)c([N+](=O)[O-])cc1OC	3%	7%[10 µM]	-3%	-1%	0%	10	-11	-6%	0	14%	-6%
Cc1ccc(SCCC(=O)Nc2nccs2)cc1	-2%	23%	0%	-13%	-43%	-10	1	-2%	-12	-4%	-2%
COc1ccc(OC(=O)c2cccc(S(=O)(=O)N3CC(C)OC(C)C3)c2)cc1 (stereo unspecified)	0%	/	1%	/	/	-8	/	-4%	-25	3%	0%
COC(=O)c1ccccc1NC(=O)c1ccccc1SC	-5%	-2%	-1%	-6%	-6%	-2	-7	3%	-3	6%	-1%
CC(=O)c1cccc(NC(=O)c2ccc(N(C)S(C)(=O)=O)cc2)c1	-1%	18%	-2%	?	19%	40	-15	-7%	5	-5%	13%
OCCN(Cc1ccccc1)Cc1ccc(F)c(F)c1	-3%	0%	-3%	6%[2.3 µM]	-13%	7	-1	/	16	1%	0%
CCCCC1=CC2=C(c3ccco3)C(=O)C(C)(OC(=O)c3ccc(OC)cc3)C(=O)C2=CN1C(CO)CO (stereo unspecified)	1%	-11%	-3%	-1%	0%	/	-10&0	-2%	-3	-1%	3%
C(=N/Nc1nccs1)/c1cccnc1	-1%	-15%	-2%	-13%	?	-7	0	1%	-17	3%	0%
Cc1cc(S(=O)(=O)N2CCOCC2)ccc1OCC(=O)Nc1ccc(Br)cc1F	0%	-2%	-3%	4%	-3%	8	0	-1%	-5	3%	7%

2 records picked at random from the list so far:
SMILES	Tb PFK inh	Gal4-VP16 FLuc	NPC1 promoter act	FLuc modulator	RORg inh	KCNH2 3.1 inh	FBPA coupling cs	uPA surface inh	Giardia killer	Rab9 prom act	ELG1 genotoxic
Cc1ccc(SCCC(=O)Nc2nccs2)cc1	-2%	23%	0%	-13%	-43%	-10	1	-2%	-12	-4%	-2%
C(=N/Nc1nccs1)/c1cccnc1	-1%	-15%	-2%	-13%	?	-7	0	1%	-17	3%	0%

Additional compounds follow.
SMILES	Tb PFK inh	Gal4-VP16 FLuc	NPC1 promoter act	FLuc modulator	RORg inh	KCNH2 3.1 inh	FBPA coupling cs	uPA surface inh	Giardia killer	Rab9 prom act	ELG1 genotoxic
CCN1C(=O)[C@H]2[C@@H](c3ccc(C)cc3)N3C(=O)N(c4ccccc4)C(=O)[C@@]3(CC)[C@H]2C1=O	1%	18%	-1%	-17%	21%	5	-1	3%	-8	-1%	?
COc1cc(C(C)=O)ccc1COc1ccc(C(=O)OCC(=O)NC(C)(C)C)cc1OC	0%	-16%	0%	6%	20%	9	0	0%	-1	1%	-2%
CCc1nnc(NC(=O)CN2CCOCC2)s1	-4%	-3%	-2%	2%	-1%[10 µM]	0	4	6%	12	-8%	2%
COCCCN1C(=O)C(=O)/C(=C(/O)c2ccc(S(=O)(=O)N3CCOCC3)cc2)C1c1ccc(C(C)C)cc1 (stereo unspecified)	-1%	-4%	-1%	3%	1%	7	17	1%	-1	3%	1%
CCOC(=O)c1ccc(CNCc2ccc(C)cc2)cc1	5%	0%	1%	1%	8%	-37	1	3%	-7	-6%	0%
O=C(N/N=C\c1ccc(Cl)s1)c1ccc(Cn2cccn2)o1	-2%	-98%	16%	?	10µM*	-17	-1	6%	-1	14%	-1%
N#CCNC(=O)C1CC(=O)N(CCc2ccc(F)cc2)C1 (stereo unspecified)	3%	3%	-1%	4%	-20%[1.91 µM]	2	0	4%	0	1%	0%
N#C/C(=N\Nc1ccc(Cl)c(Cl)c1)C(=O)C1CC1	-16%	?	?	27µM*	?	-1	18	-10%	-14	?	8%
Cc1cccc(C(=O)/C=C2/c3ccccc3CC(C)(C)N2C)c1	-5%	10%	1%	5%	43%	-1	-2	/	7	-2%	-4%
Cc1ccc2[nH]c(=O)c(COC(=O)C3CCCCC3)cc2c1	-5%	4%	-5%	-10%	0%	7	3	-3%	1	-1%	0%
CCOC(=O)c1cnc(C(F)(F)F)nc1Oc1ccccc1	-8%	3%	-1%	0%	-11%	2	2	?	-8	-5%	0%
CCCCn1c(N)c(N(CCOC)C(=O)CN(C)S(=O)(=O)c2ccc(C)cc2)c(=O)[nH]c1=O	-8%	/	-1%	0%	/	-1	/	7%	-15	-1%	0%
CN(CC(=O)Nc1ccccc1Cl)C(=O)CSc1nnc(N)s1	-1%	/	1%	0%	/	-7	/	2%	-3	-1%	5%
COc1ccc2c(/C=N/Nc3ccc(C(=O)O)cc3)c[nH]c2c1	8%	5µM*	0.79µM*	1.3µM*	?	5	1	-3%	-12	1.4µM*	?
COc1ccc(Cc2nc3ccccc3n2C)cc1	-3%	-6%	-2%	-10%	?	13	3	0%	-11	-2%	0%
Cc1ccc(C(=O)NC2CCCc3ccccc32)o1 (stereo unspecified)	-2%	1%	1%	4%	-11%	-5	-2	/	2	-2%	5%
COc1ccc(Cl)cc1N(CC(=O)Nc1ccccc1C(=O)N1CCCC1)S(C)(=O)=O	-2%	4%	-2%	3%	0%	10	1	-9%	-19	4%	22%
CCn1c(-c2ccncc2)n[nH]c1=S	0%	11µM*	-6%	0%	5µM*	5	1	-1%	-13	-3%	0%
O=C(CN1CCN(C(=O)c2cccc(S(=O)(=O)N3CCCC3)c2)CC1)Nc1ccccc1Cl	-3%	/	-4%	/	/	9	/	-19%	-1	1%	0%
COc1ccccc1-c1nc(SCC(=O)N(C)c2ccccc2)c2c(=O)n(C)c(=O)n(C)c2n1	0%	1%	-6%	0%	1%	9	0	1%	0	-2%	0%

Compound profiles (already shown):
Listed for COc1ccccc1-c1nc(SCC(=O)N(C)c2ccccc2)c2c(=O)n(C)c(=O)n(C)c2n1 = Tb PFK inh: 0%; Gal4-VP16 FLuc: 1%; NPC1 promoter act: -6%; FLuc modulator: 0%; RORg inh: 1%; KCNH2 3.1 inh: 9; FBPA coupling cs: 0; uPA surface inh: 1%; Giardia killer: 0; Rab9 prom act: -2%; ELG1 genotoxic: 0%
Listed for COc1ccc(Cl)cc1N(CC(=O)Nc1ccccc1C(=O)N1CCCC1)S(C)(=O)=O = Tb PFK inh: -2%; Gal4-VP16 FLuc: 4%; NPC1 promoter act: -2%; FLuc modulator: 3%; RORg inh: 0%; KCNH2 3.1 inh: 10; FBPA coupling cs: 1; uPA surface inh: -9%; Giardia killer: -19; Rab9 prom act: 4%; ELG1 genotoxic: 22%

The results go on:
SMILES	Tb PFK inh	Gal4-VP16 FLuc	NPC1 promoter act	FLuc modulator	RORg inh	KCNH2 3.1 inh	FBPA coupling cs	uPA surface inh	Giardia killer	Rab9 prom act	ELG1 genotoxic
O=[N+]([O-])c1ccc(/C=N/n2c(-c3ccccc3)n[nH]c2=S)cc1	-4%	10µM*	-2%	-1%	1.3µM*	-7	7	-3%	29	-1%	0%
CCOC(=O)C1(Cc2cccc(OC)c2)CCN(CC(O)CO)CC1 (stereo unspecified)	1%	1%	1%	3%	-25%	10	0	1%	2	3%	-1%
COc1ccc(N(C(=O)c2ccccc2OC)C2C=CS(=O)(=O)C2)c(OC)c1 (stereo unspecified)	1%	-2%	-1%	2%	5%	-12	-3	4%	-2	2%	-4%
CCc1ccccc1OCC(=O)Nc1ccc(F)c(S(=O)(=O)N2CCOCC2)c1	-4%	/	-1%	3%	/	0	/	-15%	-28	-1%	-6%
COc1ccccc1CNC(=O)Cc1ccc(Br)cc1	1%	?	9%	-12%	25%	-9	-1	-4%	1	2%	0%
C=CCNCc1ccccc1[N+](=O)[O-]	-4%	/	-4%	-1%	/	-1	/	-5%	-1	-1%	1%
CCN(CC)C(=O)c1ccc(S(=O)(=O)Cc2ccc(C)cc2)c([N+](=O)[O-])c1	3%	-4%	-2%	4%	?	9	0	?	31[activator]	-3%	-12%
Cc1nnc2n1NC(c1ccc(Cl)cc1)C(C(=O)N1CCC(C)CC1)S2 (stereo unspecified)	-2%	-6%	-2%	3%	15%	3	5	-2%	2	3%	-3%
Brc1cc(Br)c(Oc2cc(Br)c(Br)cc2Br)cc1Br	1%	2%	10%	1%	-13%	-9	/	12%	-4	3%	0%
